# NCI-60 one-dose screen, 48 h, at 10 µM unless noted. Numbers give growth in % (100 = growth as untreated, 0 = no growth, -100 = all killed).
# CAKI-1 – CAKI-1 renal cancer. 75,000 compounds, 4.7% hits. AID 1794772
# A498 – A498 renal cancer cells; 76,000 compounds, 5.4% hits
# UO-31 – UO-31 renal cancer; 81,000 compounds, 5.2% hits; AID 1794768
# RXF 393 – RXF 393 renal cancer cells; 77,000 compounds, 6.9% hits
# TK-10 – TK-10 renal cancer cells | 81,000 compounds, 3.9% hits | AID 1794769
# SN12C – SN12C renal cancer cells; AID 1794767; 81,000 compounds, 3.8% hits
# ACHN – ACHN renal cancer; AID 1794771; 81,000 compounds, 4.9% hits
# 786-0 – 786-0 renal cancer cells; 81,000 compounds, 5.1% hits
# * hit, by the source's call; . = not tested or not shown; & = joins results of further samples; [ ] = remark or other dose. Rule for the calls: active = growth percent below 10; inactive = the rest. Rows were taken by chance. Share with any hit: about 10%.
SMILES,CAKI-1,A498,UO-31,RXF 393,TK-10,SN12C,ACHN,786-0
COc1cc(C2SCC(=O)N2c2ccc(F)cc2)ccc1OCC(=O)Nc1ccc(C(C)=O)cc1 (configuration not stated),91,.,88,94,131,97,101,101
CNC(=O)c1cc(Oc2ccc(NC(=O)Nc3ccc(Cl)c(SC)c3)c(F)c2)ccn1,70,41,43,86,55,.,53,88
COCCOc1ccccc1,.,.,103,117,114,109,100,106
COc1cc(N=C2C(=O)N(Cc3ccc(Cl)cc3)c3ccccc32)cc(OC)c1OC,79,110,68,91,107,91,93,101
N#C/C(=C\c1ccc(F)cc1)n1nnc2cc(F)c(F)cc21,95,116,83,99,85,106,103,98
CCCCCCCCCCCCCCCCNC(=O)NCCC,124,100,98,91,110,98,107,102
CC(C)=CCC/C(C)=C/COC(=O)/C=C\C(=O)NC(N)=O,102,109,93,95,99,90,103,99
O=C(C[C@]1(O)C(=O)Nc2ccccc21)c1ccc(O)cc1O,78,103,70,99,118,83,85,100
CCCCCCCCCCCC(=O)NC(C)(C)C(=O)N1CCCC1C(=O)NC(C)(C)C(=O)NC(C)(C)C(=O)N1CCCC1C(=O)NC(C)(C)C(=O)NC(C)(C)C(=O)N1CCCC1C(=O)NC(C)C(=O)NCCC(=O)NC(C)C(=O)NC(C)(C)C(=O)NC(C)(C)C(=O)NC(C)(C)C(=O)NCCC(=O)NC(C)(C)C(=O)NC(C)(C)C(=O)NC(C)(C)C(=O)NC(C)C(=O)NCCC(=O)O (configuration not stated),-94*,-99*,-100*,-95*,-97*,-94*,-100*,-96*
CC(=O)n1nc(C(=O)OCCC(C)C)c2ccccc21,96,95,97,89,104,116,110,89
CC(=O)OCC(=O)[C@@]1(O)[C@@H](C)CC2C3CCC4=CC(=O)C=C[C@]4(C)[C@@]3(F)[C@@H](O)C[C@@]21C (some centres not stated),74,89,85,.,119,62,101,108
C=C(C=O)[C@@H]1CC[C@]2(CO)CC[C@]3(C)[C@H](CC[C@@H]4[C@@]5(C)CCCNC(C)(C)[C@@H]5CC[C@]43C)[C@@H]12,68,.,78,94,125,55,89,94
COc1ccc(OC)c(-c2cnc3nonc3n2)c1,110,102,80,115,111,103,92,98
Fc1ccc(NC(=S)Nc2ccc(Cl)cc2)cc1,73,84,81,75,69,81,84,78
NC(=O)c1ccc[n+](CCc2ccccc2)c1,100,117,68,97,122,101,103,.
Clc1ccccc1-c1nnc(Cn2c(COc3cccc4ccccc34)nc3ccccc32)o1,75,62,41,101,111,84,81,98
Cn1cc(/C=c2\sc3nc4ccccc4n3c2=O)c2ccccc21,69,97,75,78,.,64,57,42
CCCCCCOCCOCCCNC(=O)c1cccnc1,105,106,100,113,123,99,98,110
Oc1ccc(-c2nnc3c4[nH]ccc4ncn23)cc1,85,74,76,113,92,95,88,96
CC1CCN(C2=NC(=O)/C(=C\c3ccccc3OCc3ccc([N+](=O)[O-])cc3)S2)CC1,57,77,62,91,106,84,96,.
S=c1oc(-c2cc(-c3ccccc3)nc3ccccc23)nn1CN1CCOCC1,103,77,91,109,97,95,112,92
O=[N+]([O-])c1ccccc1Nc1ccccc1,122,108,63,108,111,103,104,108
O=C1CCCCN1CCCCC#Cc1cccc(C#Cc2cccs2)c1,141,94,66,73,172,88,84,96
Cc1nc(-c2ccc(F)cc2)ccc1NC(=O)Nc1cc(C(F)(F)F)cc(C(F)(F)F)c1,.,106,97,108,94,100,.,100
COc1ccc(C(=O)c2cc3c(N)c(C(=O)Nc4ccc(C)cc4)sc3nc2C)cc1,28,14,41,-20*,61,37,47,43

# Profiles, quoted from the list. Screens in order: CAKI-1 | A498 | UO-31 | RXF 393 | TK-10 | SN12C | ACHN | 786-0
# COc1ccc(C(=O)c2cc3c(N)c(C(=O)Nc4ccc(C)cc4)sc3nc2C)cc1 is listed as 28 | 14 | 41 | -20* | 61 | 37 | 47 | 43
# C=C(C=O)[C@@H]1CC[C@]2(CO)CC[C@]3(C)[C@H](CC[C@@H]4[C@@]5(C)CCCNC(C)(C)[C@@H]5CC[C@]43C)[C@@H]12 is listed as 68 | . | 78 | 94 | 125 | 55 | 89 | 94

# Compounds above containing a thiophene ring, fused or not (two):
SMILES,CAKI-1,A498,UO-31,RXF 393,TK-10,SN12C,ACHN,786-0
O=C1CCCCN1CCCCC#Cc1cccc(C#Cc2cccs2)c1,141,94,66,73,172,88,84,96
COc1ccc(C(=O)c2cc3c(N)c(C(=O)Nc4ccc(C)cc4)sc3nc2C)cc1,28,14,41,-20*,61,37,47,43

# Seven compounds out of the list, sorted by count of non-hydrogen atoms, high to low:
SMILES,CAKI-1,A498,UO-31,RXF 393,TK-10,SN12C,ACHN,786-0
CCCCCCCCCCCC(=O)NC(C)(C)C(=O)N1CCCC1C(=O)NC(C)(C)C(=O)NC(C)(C)C(=O)N1CCCC1C(=O)NC(C)(C)C(=O)NC(C)(C)C(=O)N1CCCC1C(=O)NC(C)C(=O)NCCC(=O)NC(C)C(=O)NC(C)(C)C(=O)NC(C)(C)C(=O)NC(C)(C)C(=O)NCCC(=O)NC(C)(C)C(=O)NC(C)(C)C(=O)NC(C)(C)C(=O)NC(C)C(=O)NCCC(=O)O (configuration not stated),-94*,-99*,-100*,-95*,-97*,-94*,-100*,-96*
COc1cc(C2SCC(=O)N2c2ccc(F)cc2)ccc1OCC(=O)Nc1ccc(C(C)=O)cc1 (configuration not stated),91,.,88,94,131,97,101,101
CC1CCN(C2=NC(=O)/C(=C\c3ccccc3OCc3ccc([N+](=O)[O-])cc3)S2)CC1,57,77,62,91,106,84,96,.
CC(C)=CCC/C(C)=C/COC(=O)/C=C\C(=O)NC(N)=O,102,109,93,95,99,90,103,99
Oc1ccc(-c2nnc3c4[nH]ccc4ncn23)cc1,85,74,76,113,92,95,88,96
NC(=O)c1ccc[n+](CCc2ccccc2)c1,100,117,68,97,122,101,103,.
O=[N+]([O-])c1ccccc1Nc1ccccc1,122,108,63,108,111,103,104,108

# Single values from the results shown.
# O=[N+]([O-])c1ccccc1Nc1ccccc1 in RXF 393 shows 108
# CC(=O)OCC(=O)[C@@]1(O)[C@@H](C)CC2C3CCC4=CC(=O)C=C[C@]4(C)[C@@]3(F)[C@@H](O)C[C@@]21C (some centres not stated) in TK-10 shows 119
# O=C(C[C@]1(O)C(=O)Nc2ccccc21)c1ccc(O)cc1O in SN12C shows 83
# CCCCCCCCCCCCCCCCNC(=O)NCCC in CAKI-1 shows 124
# C=C(C=O)[C@@H]1CC[C@]2(CO)CC[C@]3(C)[C@H](CC[C@@H]4[C@@]5(C)CCCNC(C)(C)[C@@H]5CC[C@]43C)[C@@H]12 in SN12C shows 55

# The list continues:
SMILES,CAKI-1,A498,UO-31,RXF 393,TK-10,SN12C,ACHN,786-0
O=S(=O)(Oc1ccc(-c2cn3ccsc3n2)cc1)c1ccc(Cl)c(Cl)c1,79,76,86,126,109,103,103,101
CCOC(=O)c1c(CN2CCCC2)nc2ccc(Cl)cc2c1-c1ccccc1,93,77,74,72,144,107,86,76
O=C(NNc1ccc([N+](=O)[O-])cn1)OCCOCCOC(=O)NNc1ccc([N+](=O)[O-])cn1,99,87,95,137,121,104,96,91
Cc1cc(C)nc(SC2=C(Nc3cccc(Cl)c3)C(=O)N(Cc3ccccc3)C2=O)n1,66[30 µM],67[30 µM],34[30 µM],73[30 µM],97[30 µM],72[30 µM],68[30 µM],72[30 µM]
Cc1ccc(-c2csc(C3=C(O)CN(NC(=O)c4cccs4)C3=N)n2)cc1,106,91,94,86,108,108,101,92
CCN1CCN(Cc2ccc(NC(=O)Nc3cccc(-n4ccc5c(NC(=O)c6ccccc6)nccc54)c3)cc2C(F)(F)F)CC1,81,90,72,79,.,96,96,108
N#Cc1cccc(C2C3=C(COC3=O)N(CCO)c3cc4c(cc32)CCC4)c1 (configuration not stated),35,-6.5*,39,36,54,34,26,24
O=C(NCc1ccco1)c1ccc(C(=O)NCc2ccco2)cc1,94&89,108,79&79,114&100,105&96,100&102,100&92,99&96
COc1ccc(N=Nc2c(N)nn3c(-c4ccc(F)cc4)c(-c4nc5ccccc5s4)c(N)nc23)cc1,93,25,88,107,118,91,97,102
O=c1[nH]c2ccc(Cl)cc2cc1CSc1cccc(Nc2nccc(-c3ccc4ccccc4c3)n2)c1,90,100,93,99,79,.,99,74
CCCCCCCCCCCCCCCCNC(=S)N/N=C/c1ccc(O)cc1O,56,91,50,75,58,74,77,73
CC1(C)CC[C@]2(C(=O)O)CC[C@]3(C)C(=CC[C@@H]4[C@@]5(C)CC[C@H](O)[C@@](C)(C=O)[C@@H]5CC[C@]43C)[C@H]2C1,50,77,69,82,94,85,74,89
Brc1c2c(c(Br)c3ccccc13)CCCC2,99,95,95,101,99,94,104,102
N#C/C(=C/c1c(Cl)cccc1Cl)C(N)=O,110,75,77,90,90,84,98,100
COc1ccc(O)c(/C=C2\SCc3cc4cc(OC)ccc4[o+]c32)c1,97,107,80,.,96,99,113,95
COC(=O)CSc1ccc(Cl)cc1,95,80,93,136,104,121,104,95
NCCN1CCN(c2nc(-c3ccccc3)nc3nc(-c4ccccc4)oc23)CC1,-90*,62,-89*,50,-29*,-79*,-95*,-83*
O=C1CSC(c2ccc3c(c2)OCO3)N1Cc1ccccc1 (configuration not stated),87,102,91,114,101,100,103,98
CCCCc1ccc(NS(=O)(=O)c2cc3c4c(c2)CCN4C(=O)CC3)cc1,9.9*,-28*,5.9*,33,34,9.5*,15,-2.0*
COC(C)c1cc(C(C)(C)C)c(O)c(C(C)(C)C)c1 (configuration not stated),99,103,91,109,97,99,106,105
O=[N+]([O-])c1ccc(C2N(Cc3ccc(Cl)cc3)CCN2Cc2ccc(Cl)cc2)cc1,73,88,49,74,80,91,82,82
Nc1[nH]c(=O)nc2c1cnn2-c1ccc(Cl)cc1,85,103,88,121,119,103,102,.
CSc1nc(SC)nc(SC)n1,103,109,108,117,123,123,115,112
COc1ccc2[nH]cc(-c3cc(-c4cc(OC)c(OC)c(OC)c4)nc(N)c3C#N)c2c1,53,79,81,69,96,93,94,88
O=C1Nc2ccccc2C(c2c(-c3ccccc3)[nH]c3ccccc23)N1 (configuration not stated),77,67,73,83,92,85,79,87
SMILES,CAKI-1,A498,UO-31,RXF 393,TK-10,SN12C,ACHN,786-0
CCN(CC)CCCC(C)Nc1c(C)cnc2cc(Cl)c(C)cc12 (configuration not stated),81,83,67,69,90,94,94,65
CCCCCC(CCc1ccccc1)(C(=O)OCC)C(=O)OCC,92,81,80,99,105,93,112,99
Cn1cc(-c2nonc2-c2cn(C)c3ccc(F)cc23)c2ccccc21,26,-2.9*,27,-13*,61,34,39,34
C=CCn1cc(C2=C(c3cccc4ccccc34)C(=O)NC2=O)c2cc(Br)ccc21,67,51,73,85,97,74,73,73
OCCNCc1cccc(-c2ccccc2)c1O,113,109,99,.,102,103,104,99
CN1C(=O)/C(=C/c2ccc(C(=O)Nc3ncc(Cc4cccc(C(F)(F)F)c4)s3)cc2)SC1=S,22,36,51,27,47,73,32,65
NC(N)=N/N=C\c1c(Cl)cccc1Cl,66,57,68,85,.,90,90,79
COc1ccc(/C=C2/Sc3c(F)cccc3C2=O)c(OC)c1,88,104,75,128,135,101,104,112
CCCOC(=S)Nc1ccc(S(=O)(=O)Nc2ccc(Cl)nn2)cc1,90,69,83,109,102,101,101,105
c1ccc2c[n+](Cc3ccc4ccccc4n3)ccc2c1,102,79,82,91,100,80,100,95
Cc1ncc(N)nc1C,100,95,88,91,97,108,111,102
CCC(=O)Nc1ccc(Br)cc1,93,92,95,105,100,94,101,104
CCCCCOC(=O)c1ccc(C)cc1,96,98,106,116,102,111,114,98
CSc1nc(NN)c(C#N)c(-c2cccs2)n1,86,87,59,88,116,94,80,92
c1ccc(-c2cn3ccccc3n2)cc1,108,89,105,107,117,110,114,99
Nc1nc(N)c2c(n1)NC(c1ccc(Cl)cc1)CC(c1ccc3c(c1)OCO3)=N2 (configuration not stated),66,76,53,88,95,85,79,80
CC(=O)c1cnn(-c2cc(=O)[nH]c3ccc(Br)cc23)c1C,79,130,62,111,150,92,92,98
CCO/C=C(\Sc1nc(-c2ccc(Cl)cc2Cl)c(C#N)c(=O)[nH]1)C(=O)c1ccc(Br)cc1,87,80,88,102,94,103,108,82
CCOC(=O)C1=CSC2=NC(C)=CC(c3cc(OC)c(OC)c(OC)c3)N12 (configuration not stated),103,102,86,103,112,95,95,101
CC1(C)CCC2(C(=O)O)CCC3(C)C(=CC[C@@H]4C5(C)CCC(=O)C(C)(C)[C@@H]5CCC43C)C2C1 (some centres not stated),.,84,84,.,107,69,85,96
CN(C)CCCn1c2c(c3ccc(N4CCNCC4)cc3c1=O)C(=O)c1ccccc1-2,5.6*,74,2.6*,-79*,-0.2*,6.8*,-11*,-95*
N#Cc1c(-c2cccc(O)c2O)cc(-c2ccc3ccccc3c2)[nH]c1=O,76,82,56,39,85,58,56,64

# Bioassay records from PubChem.
